# Screening data: PubChem, several laboratories
# FXIIa inh 1536 = human FXIIa protease inhibitors, primary screen, biochemical, 1536-well. 0.3% of 220,000 active. inhibition, % at 5 µM. purified FXIIa, Boc-QGR-AMC fluorogenic substrate, 2 h. Coagulation factor XII (Homo sapiens), P00748; in the data active means inhibition above about 40%;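 further: 0% = enzyme with no compound and 100% = blank without enzyme; many of its hits are not listed in these tables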
# Target sequence (P00748 20-372 limits assumed): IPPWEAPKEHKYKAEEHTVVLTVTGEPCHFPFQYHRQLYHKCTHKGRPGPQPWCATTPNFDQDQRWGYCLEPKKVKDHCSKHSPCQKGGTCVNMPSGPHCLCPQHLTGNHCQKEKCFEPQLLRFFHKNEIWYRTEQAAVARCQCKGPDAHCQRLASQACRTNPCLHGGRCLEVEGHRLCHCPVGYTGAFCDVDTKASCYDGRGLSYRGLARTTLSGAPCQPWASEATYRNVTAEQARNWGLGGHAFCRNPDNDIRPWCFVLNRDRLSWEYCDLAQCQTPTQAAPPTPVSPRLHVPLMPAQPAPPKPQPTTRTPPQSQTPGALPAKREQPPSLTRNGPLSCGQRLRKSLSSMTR
# Target sequence (P00748 373-615 limits assumed): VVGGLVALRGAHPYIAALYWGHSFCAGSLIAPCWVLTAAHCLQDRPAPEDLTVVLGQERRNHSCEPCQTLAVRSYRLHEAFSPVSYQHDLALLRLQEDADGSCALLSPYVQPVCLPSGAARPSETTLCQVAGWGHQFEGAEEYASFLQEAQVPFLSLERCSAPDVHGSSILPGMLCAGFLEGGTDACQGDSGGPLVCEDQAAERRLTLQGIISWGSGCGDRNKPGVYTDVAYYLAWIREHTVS
# KCC2 mod = KCC2 cotransporter modulators, thallium flux, primary screen, cell-based, HEK293 KCC2, FluoZin-2 fluorescence, MLSMR; KCC2 cells, thallium flux FluoZin-2 fluorescence; 2.2% of 190,000 active; B-score of Tl+ flux slope (higher = more flux/activation; lower = inhibition) at 10 µM; AID 1456, 2008;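 active means thallium flux slope and its plate-corrected score both differing from the plate sample mean at a set confidence after two filtering rounds, in either direction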;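 further: slope of fluorescence scaled to starting intensity during 10 to 20 s after thallium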
# Furin inh = human furin inhibitors, primary screen, biochemical, fluorescence intensity. inhibition, % at 30 µM. 0.061% of 220,000 active. P09958. purified furin, fluorogenic substrate cleavage; in the data active means inhibition above about 25%; further: inactives centre near -15
# m-calpain inh = inhibitors of pig calpain II, primary screen, biochemical, fluorogenic peptide substrate, 1536-well; inhibition, % at 16 µM; purified calpain II, 30 min; 0.37% of 220,000 active;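 active means inhibition above about 50%, limit read from the data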
# Rad51 HR inh = human RAD51 strand exchange inhibitors, primary screen, biochemical, fluorescence | 0.085% of 200,000 active | hRad51 DNA strand exchange, fluorescence dequenching | DNA repair protein RAD51 homolog 1 (Homo sapiens), Q06609 | inhibition, % at 10 µM;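 active means inhibition above 40% at the single screening dose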;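 further: 0% = DMSO control wells and 100% = blanks with heterologous ssDNA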
# Target sequence (Q06609 whole entry, looked up): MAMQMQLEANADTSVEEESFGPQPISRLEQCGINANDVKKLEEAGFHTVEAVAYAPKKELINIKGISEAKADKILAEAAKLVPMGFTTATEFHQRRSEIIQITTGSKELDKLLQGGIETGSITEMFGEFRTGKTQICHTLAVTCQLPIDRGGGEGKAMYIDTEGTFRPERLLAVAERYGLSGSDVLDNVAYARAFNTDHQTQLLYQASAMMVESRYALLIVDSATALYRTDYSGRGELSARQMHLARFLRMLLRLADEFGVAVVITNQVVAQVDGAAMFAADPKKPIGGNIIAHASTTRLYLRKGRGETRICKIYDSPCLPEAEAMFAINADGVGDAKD
#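 System: hRad51 filaments on single-stranded DNA; reagent: Fluorescein- and BHQ1-tagged 47-mer duplex; compound dosing: one concentration, 10 µM final; timing: filaments 15 min 37 °C, then compound 30 min; measured by: fluorescein emission 520 nm, excitation 485 nm; benchmarks: per-plate controls and blanks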
# KLK5 inh = human KLK5 protease inhibitors, primary screen, biochemical, 1536-well; Kallikrein-5 (Homo sapiens), Q9Y337; recombinant hK5, fluorogenic AMC substrate cleavage; inhibition, % at 5 µM; 0.59% of 210,000 active; AID 873, 2007;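 active means inhibition of 40% or more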;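 further: 0% = enzyme controls without compound and 100% = no-enzyme blanks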
# PERK inhibitor = block of dimerizer-induced PERK translation repression, primary screen, PERK inhibitor project, CHO PERK-DD cells, SEAP luminescence, HTS | 0.17% of 220,000 active | CHO PERK-DD fusion, SEAP luminescence translation reporter | AID 1416, 2008 | inhibition, % at 5.6 µM;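 active means inhibition above the mean inhibition of all tested compounds plus 3 SD, set separately per screening campaign, cut at about 2.9% in these data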;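 further: PERK kinase domain activated by AP20187 dimerizer at 100 nM; 0% = DMSO with dimerizer and 100% = rapamycin at 8.4 µM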
# FXIa inh 1536 = human FXIa protease inhibitors, primary screen, biochemical, 1536-well; purified FXIa, Boc-Glu-Ala-Arg-AMC fluorogenic substrate; inhibition, % at 5 µM; 0.14% of 220,000 active; AID 798, 2007;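 active means inhibition of at least 40%; inactive means inhibition below 40%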;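 further: fluorescence of freed AMC excited at 355 nm; 0% = enzyme without compound and 100% = no enzyme blank; many of its hits are not listed in these tables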
# Thrombin inh = human alpha-thrombin inhibitors, primary screen, counter-screen for coagulation protease inhibitor project, biochemical, 1536-well, fluorogenic AMC substrate | 0.26% of 220,000 active | inhibition, % at 5 µM | AID 1046, 2008 | Boc-VPR-AMC fluorogenic substrate cleavage;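 active means inhibition at or above 40%; inactive means inhibition below 40%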;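 further: 0% = enzyme with no compound and 100% = wells without enzyme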
#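 Test system: human alpha-thrombin; medium: pH 7.5 Tris-saline with Tween 20; times: reaction at room temperature; signal: AMC fluorescence at 355 nm excitation and 460 nm emission; also added: Boc-VPR-AMC substrate, 15 µM final; dosing: one concentration per compound, 5 µM, with 0.2% DMSO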
# * = called active by the depositor; i = inactive; . = not tested or not shown; [ ] = dose if it differs, or a comment. An excerpt. The share of hits here may be higher or lower than overall.
SMILES,FXIIa inh 1536,KCC2 mod,Furin inh,m-calpain inh,Rad51 HR inh,KLK5 inh,PERK inhibitor,FXIa inh 1536,Thrombin inh
CCCSc1nc(-c2ccccc2)cc(C(F)(F)F)c1C#N,0.9,.,-17.2[20 µM],1.9,-7.8,7.3,0.4,7.2,3.0
CC/C(=C1/C(=O)CC(C)(C)C(C(=O)OC)C1=O)N1CCCC1 (stereo not drawn),23.6,1.22,-18.0,-16.6,0.1,-14.9,1.4,0.0,3.0
N#Cc1cn(-c2ccccc2)nc1-c1ccc2c(c1)OCCO2,7.3,.,-16.0[20 µM],8.6,-1.9,-3.0,1.0,1.8,-0.5
Cc1cc(N/N=C/c2ccncc2)c([N+](=O)[O-])cc1[N+](=O)[O-],4.2,-0.0203,-4.6,-12.4,8.2,3.9,-0.2,1.1,-2.0
COCCN(C(=O)C(=O)NC1CCCC1)C(C(=O)NC1CCCC1)c1ccccc1F (stereo not drawn),9.9,-0.633,-25.9,-22.7,5.8,-2.9,0.6,3.8,-2.8
CN(C)c1ccccc1C(=O)N1CCCC(C(=O)c2ccc3ccccc3c2)C1 (stereo not drawn),8.0,-0.0604,-21.2,-5.9,.,.,0.5,1.0,0.4
CCOC(=O)C(=NC(C)CC)NNc1cccc(C(F)(F)F)c1 (stereo not drawn),1.7,.,-13.6,16.7,20.1,-5.3,0.1,-10.1,-3.8
O=C(Nc1ccccc1)c1ccccc1CCc1ccccc1,8.2,0.925,-10.1[20 µM],11.1,-6.8,-26.6,-0.5,3.4,-3.5
CCCC(C)C(=O)Nc1ccccc1C(=O)OCC (stereo not drawn),-5.5,0.206,-27.9[20 µM],-24.8,-8.6,-8.1,-0.3,3.4,-8.8
Cc1cc(C)n(-c2nc(NCCC(C)C)c3c4c(sc3n2)COC(C)(C)C4)n1,-1.4,-1.85,-11.9[20 µM],-16.1,.,-8.0,-0.1,-10.0,-3.6
CN(C)S(=O)(=O)c1ccc(/C(O)=C2/C(=O)C(=O)N(Cc3cccnc3)C2c2cccs2)cc1 (stereo not drawn),8.8,.,-12.5,-12.4,.,2.6,0.8,3.7,2.2
COc1ccc(C(=O)N2CCCN(C)CC2)cc1S(=O)(=O)N1CCCc2ccccc21,1.1,-0.615,-21.8,22.2,-2.1,-7.4,0.1,-0.7,-9.8

# Brought forward from above: 2 entries; new compounds follow.
SMILES,FXIIa inh 1536,KCC2 mod,Furin inh,m-calpain inh,Rad51 HR inh,KLK5 inh,PERK inhibitor,FXIa inh 1536,Thrombin inh
CN(C)S(=O)(=O)c1ccc(/C(O)=C2/C(=O)C(=O)N(Cc3cccnc3)C2c2cccs2)cc1 (stereo not drawn),8.8,.,-12.5,-12.4,.,2.6,0.8,3.7,2.2
COc1ccc(C(=O)N2CCCN(C)CC2)cc1S(=O)(=O)N1CCCc2ccccc21,1.1,-0.615,-21.8,22.2,-2.1,-7.4,0.1,-0.7,-9.8
Cc1nc2ccc(C(=O)N3CCSCC3)cc2s1,7.1,.,-14.8[20 µM],17.4,-2.0,-20.7,1.1,3.7,-5.1
O=C(CSc1ncccc1C(=O)O)c1cccc(C(F)(F)F)c1,9.1,-1.36,-3.9,-38.5,-19.7,-5.4,0.8,-0.8,-8.8
COC(=O)c1ccc2c(c1O)C(=O)c1ccccc1C2=O,-5.7,-0.00125,-4.4[20 µM],-57.4,-11.9,-3.1,-0.6,0.9,-1.0
CCCCc1cc2c(cc1NC(=O)CN1CCCCC1)OCCO2,10.0,-2.95,-24.2,7.6,16.9,3.7,1.1,12.9,3.5
O=C(CO/N=C/c1ccc(OC(F)F)cc1)N1CCc2ccccc21,7.2,0.0136,-17.6,-5.3,-32.1,-1.9,0.4,1.3,0.9
CCCC(=O)NCc1cc(-c2nn(C)c(=O)c3ccccc23)ccc1OC,12.7,0.224,-16.5,-37.6,-110.8,3.9,0.6,2.6,2.0
CC1NC(=O)NC1CCCCC(=O)O (stereo not drawn),21.6,-0.101,-19.6,-1.4,-6.0,23.4,0.8,-2.3,3.4
CC[C@H](C)[C@H](NC(N)=O)C(=O)NCCc1ccc(OC)cc1,8.1,-0.174,-19.3,32.7,-14.6,5.5,2.4,13.3,0.2
CCCS(=O)(=O)c1nc(S(=O)(=O)c2ccc(C)cc2)c(N2CCCC2)s1,8.6,0.983,-15.0,-33.6,-1.4,1.4,-1.3,4.8,-2.3
CC1Cc2ccccc2N1Cc1nc2cc(Cl)ccc2c(=O)[nH]1 (stereo not drawn),2.3,4.99,-10.1[20 µM],-29.6,8.6,-29.2,-0.7,-5.0,-1.9
CCOCN(C(=O)Cn1cnc2ccccc21)c1c(C)cccc1CC,-0.7,.,-26.4,-14.6,-2.2,-3.3,0.3,-5.3,-10.1
Cc1cccc(Nc2nc(N)nc(CSc3nccn3C)n2)c1,18.1,0.933,-17.3[20 µM],-1.4,-2.8,0.1,0.8,0.2,3.2
CC1(C)CC(=O)c2sc(NC(=O)c3ccccc3)nc2C1,-3.1,0.628,-19.0,2.7,4.2,-8.9,1.9,-5.2,-0.3
COCCCNCCOc1ccc(C(C)(C)c2ccccc2)cc1,11.5,0.307,-14.3,-6.0,6.5,-18.6,0.1,9.2,-7.2
COc1ccc(-c2ccnc(-c3ccc(O)cc3)n2)cc1,10.4,0.19,-20.1,4.4,10.8,18.5,-0.6,5.7,0.3
O=c1c(Cl)c(Nc2cccc(Cl)c2)cnn1-c1nc2ccccc2s1,3.3,0.431,-3.6,5.6,3.0,-3.7,-0.6,-3.0,-6.9
CCOc1ccc(N(C(C)=O)c2nc(C)cc(C)c2C#N)cc1,21.8,.,-19.8[20 µM],19.2,-0.9,51.5*,0.4,18.5,27.5
CC(C)(C)[C@H]1C=C(C(=O)N2CCN(Cc3ccc4c(c3)OCO4)CC2)O[C@@H](OCc2ccc(CO)cc2)C1,4.6,-1.44,-28.9,17.6,7.1,-3.4,0.8,0.1,-2.4
N=c1c2c(n(Cc3ccc([N+](=O)[O-])cc3)c3c1CCC3)CCCC2,12.4,-0.142,-20.9,-21.4,21.9,-3.7,1.0,-1.3,10.4
CCOC(=O)c1sc(NC(=O)C2CC2)cc1C,8.8,0.761,-26.7,-22.0,-7.1,-13.4,0.8,2.6,-6.0
CC(=O)O[C@H]1CC[C@@]2(C)C(CCC3C2CC[C@]2(C)OC(=O)CCC32)C1 (stereo partly drawn),19.4,0.081,-22.2[20 µM],-11.4,3.5,-1.0,-0.1,12.8,1.4
Cc1cc(C)nc(NC(=S)Nc2ccccc2)n1,10.1,1.14,-27.2,-20.2,.,.,1.2,3.7,-1.9
CC(C)c1onc(C(=O)N2CCN(Cc3ccccc3)CC2)c1[N+](=O)[O-],3.8,-4.88*,-1.4,-0.1,2.6,-10.9,0.8,0.5,-5.9
O=C(NCCCN1CCOCC1)c1c(O)c2ccccc2[nH]c1=O,20.5,-1.69,-21.4,-6.9,0.6,-10.2,0.2,5.5,1.9
CCC(C)n1c(SCC(=O)NC(=O)c2cccn2C)nc2ccccc2c1=O (stereo not drawn),2.4,21.9*,-15.3,-16.2,-3.6,-2.5,-0.1,-4.2,-11.6
NNC(=O)CCN1CCCCC1,4.4,0.0303,-24.0,-20.3,12.0,5.2,1.9,0.4,-9.3
Cc1cccn2c(=O)c(C=O)c(N3CCCCCC3)nc12,23.2,-2.18,-5.6[20 µM],9.4,-0.4,-7.2,-1.2,3.1,4.2
CN(C)C(=O)COC(=O)c1cccc(CN2C(=O)c3ccccc3C2=O)c1,4.4,-0.264,-11.5,43.9,4.1,2.9,-0.3,6.1,1.5
O=C1N=C(N2CCC(Cc3ccccc3)CC2)S/C1=C/c1cn[nH]c1-c1ccccc1,3.2,-0.315,-6.3[20 µM],-67.9,2.2,-0.9,-0.7,-6.5,-6.8
Cc1onc(-c2ccccc2)c1NC(=O)Nc1ccc(OC(F)F)cc1,10.2,-0.0104,-2.1,8.4,5.3,-5.2,0.5,3.8,-5.8
CCOC(=O)c1ccc[n+](CC(=O)c2ccc(OC)cc2)c1,4.0,0.326,-18.2,-6.2,5.7,-10.3,0.3,2.9,-2.2
O=C(Nc1ccc(N2CCOCC2)nc1)c1ccccc1Cl,1.2,.,-8.2,0.6,-10.1,-5.3,1.8,-3.0,-7.6
N#Cc1c(N)c(C(=O)c2ccccc2)n2c1CCC2,18.8,-0.125,-16.9[20 µM],2.6,-1.5,-0.6,0.3,5.6,5.0
CCC(C)N1CC23C=CC(O2)C(C(=O)OC)C3C1=O (stereo not drawn),2.0,0.104,-24.5,-1.4,-1.3,-34.3,1.2,-4.1,-15.5
Clc1ccc2c(NCc3ccco3)ncnc2c1,8.9,0.431,-15.4[20 µM],36.7,-18.0,-12.7,0.0,-1.1,0.4
Nn1nnc2ccccc21,4.0,-0.269,-20.2,-20.3,2.1,2.2,.,0.7,1.9

# An excerpt from above, limited to KCC2 mod and KLK5 inh:
Molecule | KCC2 mod | KLK5 inh
CN(C)c1ccccc1C(=O)N1CCCC(C(=O)c2ccc3ccccc3c2)C1 (stereo not drawn) | -0.0604 | .
CCOC(=O)C(=NC(C)CC)NNc1cccc(C(F)(F)F)c1 (stereo not drawn) | . | -5.3

# Later entries.
SMILES,FXIIa inh 1536,KCC2 mod,Furin inh,m-calpain inh,Rad51 HR inh,KLK5 inh,PERK inhibitor,FXIa inh 1536,Thrombin inh
Cc1ccc(C)c(NC(=S)NNC(=O)c2csc(C)c2)c1,27.8,6.59*,-26.9,4.5,.,-73.7,1.3,17.9,-1.7
COc1cc(C)nc(NC(=S)N(C)C(=O)c2ccccc2)n1,10.2,6.22*,-20.5,-0.8,-0.2,-5.4,0.3,6.5,0.5
Cn1cccc1-c1cc(C(=O)N/N=C/c2cccc(O)c2)[nH]n1,8.8,.,-17.4,-32.5,1.5,0.9,0.9,-0.6,-3.5
COc1ccccc1CC(=O)N1CCCC(CCC(=O)NCc2ccccc2F)C1 (stereo not drawn),3.0,0.0882,-9.5,-20.6,.,-1.7,-1.3,-2.9,-11.1
CC(C)Nc1nc(Oc2cccc(Cl)c2Cl)cc(C(F)(F)F)n1,6.6,0.00734,-19.4[20 µM],26.8,.,3.9,0.2,-1.6,-1.7
Cc1ccc(-c2cn3cccnc3n2)cc1NC(=O)c1c(-c2ccccc2Cl)noc1C,-13.0,0.0218,-32.7,i,.,-192.4,-1.8,-15.7,-6.3
CCCc1cc(=O)[nH]c(SCC(=O)N(C)C2CCS(=O)(=O)C2)n1 (stereo not drawn),7.9,0.371,-16.5,13.7,9.3,-17.8,0.8,4.8,-1.3
CCONC(=O)Nc1ccccc1[N+](=O)[O-],7.7,-0.592,-10.6,4.7,4.2,3.0,0.1,5.2,-8.3
S=C(Nc1ccc(Nc2ccccc2)cc1)Nc1ccccn1,3.1,0.716,-18.6,4.0,7.1,-41.0,0.4,-2.5,0.2
COc1ccc(N2CCN(CCCNS(=O)(=O)c3c(C)noc3/C=C/N(C)C)CC2)cc1,0.4,-0.421,-8.7,-8.9,-0.5,10.3,0.1,-5.1,-12.4
